p53ts 32C kill: qHTS Screen for Compounds that Selectively Target Cancer Cells with p53 Mutations: Cytotoxicity of p53ts Cells at the Permissive Temperature; H1299-p53A138V at 32C, ATP luminescence viability, 24 h; Potency, µM (series often up to 46.1 µM), for inactives: at the top dose activity change, negative = cytotoxicity, usual class: cytotoxic; hit rate 0.93% among 130,000; AID 924, 2007;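 also: 0% = DMSO and -100% = full killing by reference compound; nearly all actives have a fitted effect of over 55% in size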
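ATP-content luminescence (ATPlite) read-out after 24 h compound exposure at 32C in H1299-p53A138V cells (600/well). Tested up to 46 uM. Normalized to DMSO (0%) and 100 uM tamoxifen (100% killing); Hill-fit AC50.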
p53ts 39C tox: qHTS Screen for Compounds that Selectively Target Cancer Cells with p53 Mutations: Cytotoxicity of p53ts Cells at the Nonpermissive Temperature. H1299-p53A138V viability at 39C, ATP luminescence, 24 h. Potency, µM (titrated, usually from 46.1 µM), without a hit: at the top dose activity change, negative = cell killing, most hits filed as cytotoxic. hit rate 1.5% among 130,000. AID 902, 2007; also: nearly all actives have a fitted effect of over 55% in size
Peg3 imprint: qHTS Assay for Compounds that Induce Erasure of Genomic Imprints. mouse ES Peg3-LacZ reporter, beta-gal luminescence, 40 h. Potency, µM (titrated, usually from 60.7 µM), for the others: top-dose activity change, positive = activation, actives largely listed as activators. hit rate 0.02% among 110,000. AID 1948, 2009;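 also: 0% = negative control wells on the plate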
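Imprint erasure is scored as LacZ activity from the silenced maternal Peg3 allele in feeder-free female ES cells cultured 40 h with LIF. Luminescence is normalized to in-plate negative controls and fitted to the Hill equation.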
IkB sig inh: IkB Signaling. Potency, µM (doses to about 57.1 µM), inactives show top-dose IkBa stabilization activation. hit rate 0.04% among 110,000. ABC-DLBCL IkBa-CBG/CBR dual luciferase ratio, 4 h; response scale: scaled: untreated 0%, proteasome inhibitor 100%; active = well fitted curve in the direction sought with a large enough effect in the signal ratio, not every such curve was filed as active; inconclusive = small, poorly fitted or top-dose-only effect, or a change in a side signal; the % refers to the signal ratio;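 also: the direction sought is a rising ratio; 0% = basal untreated cells and 100% = reference inhibitor full response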
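Luminescence ratio of IκBα-fused green versus native red beetle luciferase in OCI-Ly3 cells, 4 h post-doxycycline with compound; red signal alone, scaled from basal (0%) to zero light (-100%), flagged nonspecific or cytotoxic effects.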
* marks the source's active call; other numbers are inactive results; ? = inconclusive; · = not tested or not shown; [ ] = another dose, or the depositor's remark. Unless noted, calls follow the shape of the dose curve; as a rule, active = well fitted curve in the direction sought with a large enough effect; inconclusive = small, poorly fitted or top-dose-only effect, or another doubt; inactive = no such curve, though single readings can be large; an effect the other way counts as inactive or inconclusive. Unless noted, % is scaled to controls: 0 for no effect and ±100 for the full control effect; potency is read from the fitted curve at half-maximal effect.

SMILES,p53ts 32C kill,p53ts 39C tox,Peg3 imprint,IkB sig inh
C=C(C)COc1ccc(-c2nc(N)ncc2Oc2ccccc2OCC)c(O)c1,-0.9%,-6.3%,-14.4%,?
C=CCNC(=O)c1ccc(N(CC=C)S(C)(=O)=O)cc1,11.3%,17.2%,·,·
O=C(CCSc1ccc(Cl)cc1)N1CCN(c2ncccn2)CC1,-6.9%,-10.8%,-4.5%,1.3%
O=S(=O)(c1cc(Cl)ccc1Cl)N1CCN(Cc2ccc3c(c2)OCO3)CC1,5.8%,6.1%,-16.9%,8.4%
CS(=O)(=O)N1CCCC(C(=O)NC2CCCCCCC2)C1 (configuration not stated),9.6%,4.0%,-7.6%,2.0%
COCC(C)n1c(C)cc(C(=O)Cn2c(=O)oc3ccccc32)c1C (configuration not stated),2.6%,-6.1%,-9.8%,0.5%
O=C(NCc1ccco1)c1ccc2c(c1)N(Cc1ccc(Cl)cc1)C(=O)c1ccccc1S2,16.3%,-12.7%,-5.2%[10.9 µM],?
CCOc1ccc(-n2c(SCC(=O)Nc3ccc(F)cc3)nc3c([nH]c4ccccc43)c2=O)cc1,0.5%,-28.0%,-5.0%[10.9 µM],-2.9%
CC(C)NC(=O)N1CCC2(CC1)CCN(C(=O)c1cc(C(F)(F)F)cc(C(F)(F)F)c1)CC2,3.8%,-13.3%,·,3.0%[11.4 µM]
CCCC(=O)C1=C(c2ccccc2)C(C#N)(C#N)C(C#N)=C1N,14.8%,2.5%,-4.2%,6.0%
CSc1nc(-c2ccccc2)ccc1C(N)=O,7.8%,0.3%,-15.8%,0.6%
Cc1c(C(=O)N2CCCCC2)sc(N)c1C#N,24.9%,6.1%,-5.5%,-3.8%

New compounds follow.
SMILES,p53ts 32C kill,p53ts 39C tox,Peg3 imprint,IkB sig inh
Cc1cc(=O)oc2cc(OCC3CC(c4ccc(N(C)C)cc4)=NO3)ccc12 (configuration not stated),1.1%,-1.8%,-7.1%,0.3%
O=C(CCNS(=O)(=O)c1ccc(Br)s1)N1CCCCC1,-4.5%,-11.1%,-15.1%,2.5%
c1ccc(-c2noc(-c3cccnc3)n2)cc1,?,-24.3%,-71.2%[inhibitor],?
COc1ccc(N2CCN(C(=O)CSc3ncccc3-c3nc4ccccc4[nH]3)CC2)cc1,-24.4%,-15.9%,-26.8%,?
Cc1ccc(/C(O)=C2/C(=O)C(=O)N(Cc3cccnc3)C2c2ccccn2)cc1 (configuration not stated),0.5%,9.1%,24.0%,0.4%
O=C(COC(=O)c1ccccn1)Nc1c(Cl)cccc1Cl,1.2%,0.3%,-6.8%,0.2%
CCOC(=O)c1c(C)[nH]c(C)c1C(=O)Cn1nnc(-c2ccccc2C)n1,-5.3%,-6.3%,-12.5%,?
O=C(Cc1ccc(-c2ccccc2)cc1)NCCS(=O)(=O)N1CCN(c2ccccc2F)CC1,-4.0%,-18.8%,-9.9%[10.9 µM],1.6%
CC(=O)NCCc1ccc(S(=O)(=O)N2CCCC2)cc1,-5.8%,-2.6%,-2.9%,-0.5%
COCCn1c(=O)c(-c2ccc(F)cc2)nc2cnc(OC)nc21,5.6%,3.7%,-0.5%,1.2%[11.4 µM]
Cc1nnc(SCC(=O)N2CCN(S(=O)(=O)c3ccc(Cl)cc3)CC2)n(N)c1=O,-0.7%,-1.5%,-10.6%,0.8%
O=C1C2C3CCCC3=C3CCCC3C2C(=O)N1c1ccc(Cl)cc1 (configuration not stated),-16.4%,-22.0%,·,16.3%

Full records as entered above. Order of values: p53ts 32C kill | p53ts 39C tox | Peg3 imprint | IkB sig inh
O=C(CCSc1ccc(Cl)cc1)N1CCN(c2ncccn2)CC1 in the list: -6.9% | -10.8% | -4.5% | 1.3%
Cc1nnc(SCC(=O)N2CCN(S(=O)(=O)c3ccc(Cl)cc3)CC2)n(N)c1=O in the list: -0.7% | -1.5% | -10.6% | 0.8%

(list continues)
SMILES,p53ts 32C kill,p53ts 39C tox,Peg3 imprint,IkB sig inh
Nc1nc(SCCOc2ccccc2)n[nH]1,1.0%,-6.9%,-4.9%,-0.7%
COc1ccc(-n2nc(C(=O)Nc3cc(C)c(Cl)cc3OC)c3c4ccccc4n(C)c3c2=O)cc1,1.1%,15.3%,16.3%[10.9 µM],-1.4%
Cn1c(=O)[nH]c(=O)c2c1nc(CN1CCN(c3ccc(F)cc3)CC1)n2CCc1ccccc1,3.9%,-12.7%,-12.3%,-0.9%
CCOC(=O)N1CCN(S(=O)(=O)c2ccc(OC)c3ccccc23)CC1,-13.5%,-3.6%,-12.5%,?
CCCc1sc(N/N=C/c2ccccn2)nc1-c1ccc(F)cc1,-20.2%,?,·,·
CCOC(=O)c1ccc(Nc2cc(-c3ccccc3)nc(C)n2)cc1,4.9%,8.8%,-14.7%[10.9 µM],-0.2%
Cc1ccc(NC(=O)CCCn2nc(C)c3c(C)n(-c4ccccc4)nc3c2=O)c(Cl)c1,3.8%,-17.7%,6.6%[10.9 µM],3.4%
Cc1cccc(NC(=O)C(Cc2ccccc2)n2cccc2)c1C (configuration not stated),1.6%,-13.6%,-9.1%[10.9 µM],?
CCOC(=O)Cc1c(C)c2c(O)cc(O)cc2oc1=O,-4.8%,-7.1%,-4.6%,0.4%
COc1ccccc1C(=O)Nc1ccc2c(c1)OCO2,?,?,-63.4%[inhibitor],2.0%
COC(=O)CSc1nc2ccc(NC(=O)CSc3nnnn3Cc3ccccc3)cc2s1,-7.2%,10.1%,-23.3%,11.9%
Cc1ccccc1CSc1ncc(Cl)c(C(=O)Nc2nc3ccc(F)cc3s2)n1,5.3%,?,-3.7%[10.9 µM],1.0%

Carrying on:
SMILES,p53ts 32C kill,p53ts 39C tox,Peg3 imprint,IkB sig inh
c1ccc(Nc2ccccc2)cc1,-4.6%[1.84 µM],-11.6%,-6.8%,-2.3%
CCOC(=O)c1c(C)[nH]c(C(=O)COC(=O)c2ccc(F)c(S(=O)(=O)N3CCOCC3)c2)c1C,-9.6%,-18.0%,-4.6%,0.2%
CCOC(=O)N1CCC(NC(=O)CCC(=O)N2CCOc3ccc(C)cc32)CC1,-4.5%,-1.9%,-4.7%,3.9%
Cn1c(=O)cc(OCCCC(=O)NCCN2CCN(c3ccccc3F)CC2)c2ccccc21,-0.9%,-11.1%,-25.2%,9.7%
COc1ccccc1NC(=O)Cc1noc(CN(C)Cc2cccs2)n1,4.6%,-1.0%,-10.8%,0.3%
O=C(NC1(C(F)(F)F)NC(=O)N(CCc2ccccc2)C1=O)c1ccc(Cl)cc1 (configuration not stated),0.5%,3.1%,?,?
COc1cccc(C(=O)N2CCc3cc(OC)c(OC)cc3C2COc2ccc3c(C)cc(=O)oc3c2)c1 (configuration not stated),1.6%,?,-10.7%[10.9 µM],0.4%
CC(=O)Nc1ccc(S(=O)(=O)n2nc(C)cc2C)cc1,1.9%,-4.2%,-7.3%,3.7%
CCCOc1ccc(N2CC(C(=O)Nc3cccc(Cl)c3Cl)CC2=O)cc1 (configuration not stated),-26.8%,47.6%[activator],-23.4%[10.9 µM],3.9%
COc1cccc(C2=NOC(C(=O)NCc3ccccn3)C2)c1 (configuration not stated),-2.2%,0.6%,-5.6%,-0.2%
COc1ccccc1NC(=O)CC(NCc1ccccc1)C(=O)O (configuration not stated),-6.0%,10.5%,-0.7%,-0.9%
O=C(O)C1Cc2c([nH]c3ccccc23)C(c2ccccc2)N1 (configuration not stated),0.5%[9.22 µM],4.6%[9.22 µM],·,·

(more compounds)
SMILES,p53ts 32C kill,p53ts 39C tox,Peg3 imprint,IkB sig inh
COCCCNC(=O)CN(Cc1ccc(Cl)cc1)S(C)(=O)=O,4.9%,12.8%,10.0%,-2.3%
Cc1ccc(N2CC(c3nnc(NC(=O)c4ccco4)s3)CC2=O)cc1C (configuration not stated),3.0%,-7.7%,-8.0%[10.9 µM],0.8%
COc1ccc(OC)c(S(=O)(=O)Nc2cc(OC)c(Cl)cc2OC)c1,-1.1%,3.3%,-9.0%,2.0%
COC(=O)c1cccc(N(C(=O)CNC(=O)c2ccco2)C(C(=O)NC2CCCC2)c2ccco2)c1 (configuration not stated),3.4%,16.3%,20.9%,0.0%
Cc1ccc2nc(N3CCN(C(=O)c4cccs4)CC3)c(C#N)cc2c1,3.3%,-10.8%,-11.7%,2.6%
COc1cc(NC(=O)COc2ccc(-n3cnnn3)cc2)c(OC)cc1Cl,-6.3%,1.1%,-9.1%,0.5%
Cc1ccc(S(=O)(=O)c2c(C)nn(C(C)(C)C)c2OC(=O)c2cccs2)cc1,?,15.8µM*,-29.9%,3.2%
CCCCN1C(C(=O)c2ccccc2)=C(OC(=O)CC)c2ccccc2S1(=O)=O,-21.4%,15.8µM*,-24.3%[10.9 µM],?
O=[N+]([O-])c1ccc(O)c(/C=N/Nc2ccccn2)c1,-21.6%,5.62µM*,·,·
CCCCOC(=O)CSc1nnc(N)s1,2.0%,7.0%,1.3%,1.0%
COc1cc(C2=NOC(C(=O)NCc3ccco3)C2)cc(OC)c1OC (configuration not stated),13.0%,4.0%,-10.8%,0.6%
Cc1nn(-c2ccccc2)c2sc(C(=O)N(CC(=O)NC(C)(C)C)Cc3ccco3)cc12,-1.4%,-4.7%,-24.5%,?

Later entries:
SMILES,p53ts 32C kill,p53ts 39C tox,Peg3 imprint,IkB sig inh
CCN(CC)CCCNC(=O)Cn1cc2c(n1)CCC(C)C2 (configuration not stated),4.1%,4.3%,-13.9%,-0.6%
COc1ccc(CNc2nc3ccccc3n2CCN2CCOCC2)cc1,-4.3%,1.8%,·,·
COc1cccc(OC)c1C(=O)Nc1ccc(S(=O)(=O)Nc2cc(C)nc(C)n2)cc1,-1.0%,5.0%,14.6%,0.6%
CN(Cc1ccccc1)C(=O)CCSc1nc(-c2ccc3c(c2)OCO3)cc(C(F)(F)F)n1,9.7%,18.1%,·,·
CC1(C)C(=O)Nc2ccccc2N1C(=O)CN1C(=O)c2ccccc2C1=O,-4.9%,1.3%,-8.8%,-0.2%
CN1CCN(C(CNC(=O)C(=O)Nc2cccc(Cl)c2)c2ccc3c(c2)OCO3)CC1 (configuration not stated),2.2%,-29.9%,-32.4%[inhibitor][10.9 µM],?
Cc1ccc(S(=O)(=O)NCC(=O)N(CCc2ccccc2)CC(=O)NCc2ccco2)cc1,4.2%,?,-9.6%,2.1%
O=C(c1ccco1)n1nc(-c2ccc(Cl)cc2)nc1NCc1ccc(F)cc1,-1.2%,0.1%,5.0%[10.9 µM],-0.4%
O=C/C(=C\Nc1ccccn1)c1nc2ccccc2o1,-23.2%,12.6%,·,·
CCc1ccc(S(=O)(=O)c2nnn3c2nc(Nc2cc(OC)cc(OC)c2)c2cc(Cl)ccc23)cc1,4.0%,-12.3%,-6.7%[10.9 µM],-0.9%
COc1ccccc1-c1cc(N)n[nH]1,17.2%,-4.0%,-11.4%,4.6%
CCNC(=O)c1ccccc1NC(=O)c1cccc(S(=O)(=O)N2CCC(C)CC2)c1,17.5%,-8.8%,-17.1%,?

Going on with the list.
SMILES,p53ts 32C kill,p53ts 39C tox,Peg3 imprint,IkB sig inh
COc1ccc(Br)cc1C(=O)O,4.3%,2.8%,-4.9%,-0.9%
Cc1cc(-n2c(SCC(=O)NCc3cccs3)nc3n[nH]c(C)c3c2=N)ccc1Cl,?,-4.5%,-22.0%,-0.2%
COc1ccc(-n2nnnc2SCC(=O)N2CCCc3ccccc32)cc1OC,4.2%,0.1%,·,·
COc1cc(SC)ccc1C(=O)Nc1ccon1,?,?,12.4%,-1.7%
O=C(CSc1nnc(CCc2nc3ccccc3[nH]2)n1-c1ccccc1)NCc1ccccc1,-11.9%,14.7%,·,·
CC(=O)Nc1ccc(S(=O)(=O)N2CCC(N3CCN(Cc4ccc(C)cc4)C(=O)C3=O)CC2)cc1,10.7%,4.5%,13.5%[10.9 µM],-2.4%
COc1ccccc1C(=O)Nc1ncc2c(n1)CC(c1ccco1)CC2=O (configuration not stated),-10.2%,-11.8%,-6.9%,4.7%
O=C(Nc1nc2n(n1)C(c1ccccc1)C=C(c1ccccc1)N2)c1ccccc1 (configuration not stated),7.3%,8.5%,-19.9%[10.9 µM],?
Brc1ccc(CSc2ncn[nH]2)cc1,-2.6%,-9.6%,-27.8%,4.0%
CC(=O)N(Cc1cccnc1)c1nc2c(F)cc(F)cc2s1,2.8%,-13.7%,-8.6%[10.9 µM],0.5%

Compound activity deposited in PubChem by National Center for Advancing Translational Sciences (NCATS).
